Screening results: PubChem, several laboratories
Yfh1-off respiration: mitochondrial function rescue without frataxin homolog – Friedreich's ataxia, plus single-dose screen, dose response (AID 1465). S. cerevisiae Yfh1-off respiration, WST-1 reduction, 72 h; higher fold induction means a stronger effect. 0.074% of 220,000 active. fold induction at 50 µM, or EC50 in µM where a hit was titrated;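 active = fold induction of absorbance versus untreated yeast above a set limit, then at least 30% activation at any dose in follow-up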;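 note: activators that raise dye reduction in frataxin-depleted yeast; strong numbers were not always called active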
P. falciparum M17LAP: P. falciparum M17LAP inhibitors, primary screen, biochemical, fluorogenic H-Leu-NHMec substrate, 1536-well (AID 1619); inhibition, % at 30 µM, or IC50 in µM where a hit was titrated; 0.38% of 220,000 active; recombinant M17LAP, H-Leu-NHMec fluorogenic kinetic assay; higher % means a stronger effect;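 active = compound inhibiting the enzyme by more than half at any dose during confirmatory dose-response retesting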;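 note: plate controls were full reaction with DMSO carrier for no effect and no enzyme background for full effect; strong numbers were not always called active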
bCat nuc transl: modulators of beta-catenin nuclear translocation | nuclear translocation activity, % at 5 µM | AID 1665 | HeLa beta-catenin nuclear translocation, immunofluorescence imaging | 0.3% of 190,000 active;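 active = nuclear translocation activity above 50% at 5 µM, with a well cell count of 50 or more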;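 note: per-cell ratio of nuclear to cytoplasmic median beta-catenin stain intensity; plate controls were DMSO negative control for no effect and GSK-3 inhibitor IX positive control for full effect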
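Assay system: human HeLa cells, native beta-catenin; doses: 5 µM primary, 0.02–20 µM confirmation; incubation: compound treatment 24 h, 37°C, 5% CO2; technique: fluorescence imaging of beta-catenin antibody stain plus DAPI; measure: % activation, nuclear-to-cytoplasmic median beta-catenin signal ratio per cell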
T cell modulator: modulates CD8 T cell binding to vesicles. calls only at 7 µM. 0.068% of 330,000 active. 2C CD8+ T cell-vesicle binding, flow cytometry; hits give low values;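 active = response, share of CD8 T cells binding vesicles, and their 90th percentile fluorescence all below set limits, cut at about 80% in these data, passing the limit was not always enough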
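Assay system – 2C mouse CD8+ T cells · Also added – QL9-loaded Drosophila micro-vesicles · Timing – Cell–vesicle co-incubation 1.5 h at 37 °C, staining 20 min on ice · Signal – flow cytometry of vesicle-bound cells · Measure – percent CD8+ FL2 mean versus row control · Controls – Peptide-free naked vesicles (low) and QL9 vesicles with 0.7% DMSO vehicle (high)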
M1AAP inhibition: P. falciparum M1AAP inhibitors, biochemical, fluorogenic H-Leu-NHMec substrate, 1536-well (AID 1445); inhibition, % at 30 µM; hits with a dose series show IC50 in µM; recombinant M1AAP, H-Leu-NHMec fluorogenic kinetic assay; higher % means a stronger effect; 0.42% of 220,000 active;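 active = primary inhibition above the hit cutoff, then over 50% inhibition at one or more dose response concentrations, cut at about 23% in these data, passing the limit was not always enough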;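 note: plate controls were DMSO full reaction for no effect and no enzyme background for full effect; strong numbers were not always called active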
Dynein transport: dynein cargo transport inhibition | 3617.4 mouse cells, GR-EGFP nuclear translocation imaging; test concentration mostly 20 µM; stimulated with dexamethasone, 1 µM; hits give low values | z-score, hits read low | 0.47% of 220,000 active;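 active = plate z-score of nuclear minus cytoplasmic receptor signal below a set negative limit, without overly bright fluorescence or cell loss, cut at about -3.5 in these data, passing the limit was not always enough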;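 note: z-score of nuclear minus cytoplasmic ring GR-EGFP intensity difference per well; some compounds called inactive have numbers as strong as hits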
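medium = tetracycline-free induction medium containing charcoal-stripped FBS | probe or stimulus = dexamethasone, 1.0 µM final | timing = 48 h induction, then 1 h compound, then 30 min agonist, 37 °C | detection = automated 10x imaging of fixed Hoechst-stained cells | read-out basis = nuclear versus cytoplasmic GR-EGFP signal, averaged per well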
MT stabilizer: microtubule stabilizers in HeLa cells; HeLa tubulin immunostaining HCS, 24 h; share of cells brighter than vehicle mean+2SD; AID 2205; 0.83% of 200,000 active; % tubulin-high responders, % at 10 µM;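 active = plate Z-score above 3 for both tubulin-high and condensed-nucleus cell shares, with cell loss under 80%, at 10 µM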;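 note: anti alpha tubulin signal scored within the nucleus-defined area of each cell; some results filed as inactive read as strong as hits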
WT yeast gro inh: growth inhibition of WT yeast, mitochondrial fusion screen; mitochondrial fusion phenotypic screen, WT strain; inhibition, % at 10 µM; 2.1% of 190,000 active; AID 1362; in the data active = inhibition above about 58%; tested in S. cerevisiae
Autophagy HCS: autophagy modulation, high-content screen. calls only at 10 µM (by protocol). 0.98% of 190,000 active. MEF GFP-LC3 puncta imaging; test concentration mostly 10 µM;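 active = percentage of spot-positive cells more than 3 SD above its plate mean, without a fluorescence outlier flag or 80% toxicity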;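 note: spot-positive cell cutoff set from DMSO-treated cells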
WT yeast gro inh mutant strain: further read-out of WT yeast gro inh, marked with its call; inhibition, %; mitochondrial fusion phenotypic screen, mutant strain inhibition
Dynein transport cytoplasmic EGFP: recorded beside Dynein transport, whose call it bears; z-score; measured here: cytoplasmic GR-EGFP intensity; hits give high values
Dynein transport nuclear GR-EGFP: further read-out of Dynein transport, marked with its call; z-score; measured here: nuclear GR-EGFP intensity;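 lower value marks the stronger effect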
Dynein transport cell count: further read-out of Dynein transport, marked with its call; z-score; measured here: cell count per field
bCat nuc transl cell count 5 µM: recorded beside bCat nuc transl, whose call it bears; cell count; measured here: cell count, cytotoxicity flag
T cell modulator vesicle-bound %: recorded beside T cell modulator, whose call it bears; double positive events, %; measured here: CD8+ vesicle-bound cell fraction;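 binding gate set so that unloaded-vesicle control wells show 10% double positive cells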
MT stabilizer Hoechst-high %: second read-out of MT stabilizer, no call of its own (marks repeat the call); % Hoechst-high responders; measured here: nuclear condensation Hoechst responders;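 share of cells brighter than vehicle mean plus two SD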
MT stabilizer cytotoxicity %: second read-out of MT stabilizer, no call of its own (marks repeat the call); toxicity, %; measured here: cytotoxicity by cell density;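 0% = mean cell density of plate MIN control wells and 100% = no cells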
Autophagy HCS cell loss 18 h: also measured in Autophagy HCS; calls as there; toxicity, %; measured here: cell loss, nuclei count;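 cell loss after 18 h compound exposure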
An asterisk follows results filed as active; i = inactive; x = not tested or not shown.

SMILES	Yfh1-off respiration	P. falciparum M17LAP	bCat nuc transl	bCat nuc transl cell count 5 µM	T cell modulator	T cell modulator vesicle-bound %	M1AAP inhibition	Dynein transport	Dynein transport cytoplasmic EGFP	Dynein transport nuclear GR-EGFP	Dynein transport cell count	MT stabilizer	MT stabilizer Hoechst-high %	MT stabilizer cytotoxicity %	WT yeast gro inh	WT yeast gro inh mutant strain	Autophagy HCS	Autophagy HCS cell loss 18 h
CCn1c(=O)cc(OCC(=O)N2CCc3ccccc32)c2ccccc21	i	7.6%	2.2	1029	x	x	-1.7%	0.138	0.124	0.329	-0.304	2.1	4.7	7.9	2.0	-5.6	i	0.0
CCOC(=O)C(C(C)=O)=C1SC2CS(=O)(=O)CC2S1 (stereo unspecified)	i	16.8%	x	x	i	37.4	0.8%	0.676	-0.306	0.986	-0.0695	6.4	2.2	14.4	-3.6	5.7	i	21.0
CCOC(=O)Cn1nnnc1C(CC)N(Cc1cccs1)Cc1cc2cc(C)ccc2[nH]c1=O (stereo unspecified)	i	-7.3%	-1.8	1152	i	32.2	9.9%	1.47	-0.059	0.898	-1.43	5.8	2.5	9.4	-27.1	11.4	i	1.4
Cc1ccc(Cn2ncc3c(N4CCN(c5ccccc5C)CC4)ncnc32)cc1	i	5.3%	-0.8	1020	i	57.6	-3.7%	-0.634	-0.134	0.126	1.74	2.1	2.0	21.5	64.9*	13.8*	i	3.6
COc1ccccc1-n1cnnc1SCC(=O)Nc1cc(C(C)(C)C)nn1-c1ccccc1	i	-11.0%	-5.0	987	i	43.3	2.5%	1.09	-0.392	0.288	0.233	2.5	1.8	16.0	78.1*	16.2*	i	-51.4
Cc1cc(Br)cc(C)c1NC(=O)c1ccccc1[N+](=O)[O-]	i	13.4%	0.1	968	i	43.7	0.0%	1.77	-0.165	1.22	-1.68	4.7	2.9	7.0	2.5	-23.6	i	-13.0
C/C(CCN1CCc2nc(-c3ccccc3)c(-c3ccccc3)cc2C1)=N\O[C@@H](C)c1cn([C@H](CO)Cc2ccccc2)nn1	x	-6.0%	0.8	578	i	21.6	-3.8%	-0.395	-0.21	0.186	0.967	2.9	3.0	2.1	-4.5	-8.2	i	-8.7
CCc1ccc(OCC(=O)Nc2cc(S(=O)(=O)CC)ccc2O)cc1	x	-17.4%	2.0	1345	i	4.1	12.1%	-1	-0.129	0.182	-0.349	2.6	1.4	6.0	-16.8	16.6	i	-6.7
CC(=O)Nc1nc(C)c(Oc2ccc(C)cc2)c(=O)[nH]1	i	-9.3%	-0.4	1028	i	14.2	-0.7%	1.84	-0.0555	0.714	-1.23	x	x	x	x	x	x	x
CN(C)c1nc(N/N=C/c2c[nH]c3ccccc23)nc(N2CCOCC2)n1	i	0.8%	-2.1	1058	i	38.2	3.9%	-1.1	-0.153	-0.469	0.31	4.4	3.7	8.0	8.3	18.1	i	12.2
Cc1ccc(-c2nnc(/C=C/c3ccccc3)o2)cc1	i	6.0%	-0.6	1084	i	37.8	-0.6%	-0.574	-0.291	-0.548	0.678	3.3	2.3	9.3	5.9	-5.3	i	-2.6
CCN(Cc1ccccc1)c1ccc(/C=N/N2CCOCC2)cc1	i	20.7%	-1.3	946	i	58.1	10.5%	-0.663	-0.215	0.191	-0.451	2.1	2.1	6.4	1.7	-10.1	i	-13.5
CN(C)c1ccc(NC(=S)NCC2CCCO2)cc1 (stereo unspecified)	i	14.5%	0.5	1008	i	38.2	0.1%	-0.17	-0.313	-0.0799	-0.0406	2.7	4.5	2.4	7.1	-0.3	i	2.3
CCCCCCNc1c([N+](=O)[O-])c(=O)sc2ccccc12	i	-4.1%	0.9	1036	i	52.3	-1.6%	1.42	-0.282	1.43	-0.356	4.9	3.0	4.8	2.7	2.5	i	-0.8
CCn1c(CNc2nc3ccccc3n2C(C)C)nc2ccccc21	i	-7.0%	-1.1	1055	i	20.4	-14.7%	-0.444	-0.0365	-0.392	1.28	3.3	1.7	8.9	0.7	-4.5	i	-7.2
CCOC(=O)C(C)n1cnc2c(nnn2Cc2ccc(C)cc2)c1=O (stereo unspecified)	i	2.5%	-0.6	1091	i	40.9	3.3%	-0.149	-0.268	0.241	-0.528	4.4	2.4	6.9	-9.5	-4.6	i	2.9
Cc1ccc(C2C(C(=O)O)c3ccccc3C(=O)N2C)o1 (stereo unspecified)	i	1.1%	0.9	1052	i	28.9	-0.4%	1.76	-0.00942	0.858	-1.53	1.7	1.5	6.9	10.0	7.3	i	6.8
CCC(C)NS(=O)(=O)c1ccc(NS(C)(=O)=O)cc1 (stereo unspecified)	i	-0.9%	-0.5	1100	i	37.8	1.0%	1.18	-0.142	1.6	-1.54	2.9	1.3	5.6	15.5	21.0	i	4.2
O=C(NCCSc1ccc(Br)cc1)c1ccccc1	i	-1.8%	0.0	1113	i	56.0	5.2%	0.000728	-0.307	0.269	0.792	5.9	2.0	9.3	0.5	18.8	i	9.1
CN(NC(=O)CN1C(=O)c2ccccc2C1=O)C1=NS(=O)(=O)c2ccccc21	i	11.4%	-3.1	1122	i	57.9	-6.0%	-0.193	-0.238	-0.339	0.721	2.1	1.5	8.1	7.3	-12.5	i	-7.9
O=S(=O)(c1ccc2ccccc2c1)N(CC(O)COCc1ccco1)c1ccccc1 (stereo unspecified)	i	4.1%	-0.5	1163	i	11.5	6.0%	0.405	-0.269	0.499	0.14	1.3	1.5	4.1	10.5	-5.8	i	-8.0
Cc1ccc(C(=O)COC(=O)c2cc(Cl)nc3ccccc23)cc1C	i	8.1%	-0.7	917	i	22.5	1.9%	-0.184	-0.195	-0.253	-0.136	1.9	1.5	5.3	28.3	9.8	i	-13.6
O=C(CC1C(=O)NCCN1Cc1ccc(-c2ccccc2)cc1)NCCOc1cccnc1 (stereo unspecified)	i	7.0%	-0.4	1131	i	51.9	1.8%	0.255	-0.313	-0.0518	-1.34	4.3	1.6	7.7	-7.3	9.3	i	-1.3
CC(=O)Nc1ccc(S(=O)(=O)N2CCN=C2SCc2cccnc2)cc1	x	-9.7%	0.0	1090	i	60.1	4.1%	-0.537	-0.308	-0.242	0.883	4.6	2.4	7.4	-18.8	-4.9	i	3.1
O=C(Cc1ccccc1)Nc1ccccc1C(=O)Nc1ccc(C(=O)O)cc1	i	1.8%	2.2	1066	i	45.4	2.1%	-1.28	-0.0981	-0.606	-0.0476	3.1	2.2	2.1	-6.0	-12.0	i	0.5
CC(C)(C)Cc1nnc(NC(=O)c2ccc([N+](=O)[O-])cc2)s1	i	4.2%	0.0	562	i	5.3	8.1%	-0.687	-0.293	-0.395	0.882	7.1	2.3	6.1	8.3	2.8	i	3.9
COc1ccc(-c2nnn(CC(=O)NCCc3ccc(OC)c(OC)c3)n2)cc1	i	-7.1%	1.3	959	i	22.8	0.9%	0.781	-0.346	0.198	0.588	1.4	2.3	8.1	-5.0	-5.6	i	-12.4
CC(=O)Nc1ccc(NC(=O)C2CCC(CNS(=O)(=O)c3cccc4nsnc34)CC2)cc1 (stereo unspecified)	i	-7.0%	-1.6	1025	i	47.8	16.2%	-1.05	-0.352	-0.521	1.16	2.1	1.8	4.8	0.3	7.6	i	0.9
CCOC(=O)Cn1cc(C=O)c2ccccc21	i	20.7%	1.5	1105	i	32.5	9.7%	-1.28	-0.212	-0.367	1.06	2.4	1.5	3.5	-8.3	-3.9	i	-15.8
CCCCn1c(=O)c(CC(C)=O)nc2ccccc21	i	-0.6%	x	x	i	58.1	3.7%	-0.418	-0.225	-0.453	0.164	2.4	3.0	4.9	-11.6	4.8	i	-1.6
O=C(c1ccco1)N1CCN(C(c2ccc(F)cc2)c2nnnn2Cc2cccs2)CC1 (stereo unspecified)	i	4.8%	-5.2	990	i	49.6	-4.0%	-0.286	-0.18	-0.288	0.506	1.5	2.0	6.3	-4.4	-1.4	i	-6.9
CC1(C)NC(=O)N(CC(O)Cn2nnc3ccccc32)C1=O (stereo unspecified)	i	0.1%	-0.5	1039	i	28.4	-6.0%	0.785	0.573	0.423	-1.22	8.8	1.8	5.0	-10.2	2.3	i	5.1
CCOc1cc(/C=C(\C#N)C(=O)NCc2cccnc2)ccc1O	i	20.2%	0.2	1215	i	60.4	23.1%	0.405	-0.154	0.576	-0.656	5.2	1.9	2.8	2.3	5.6	i	14.2
Cc1ccc(SCCNC(=O)c2ccc(C)c([N+](=O)[O-])c2)cc1	i	4.4%	-0.8	1334	i	51.0	-1.6%	-0.62	-0.0298	-0.335	0.678	1.1	1.7	5.8	21.7	12.6	i	20.1
CCCCOC(=O)c1ccc(NC(=O)COC(=O)CSc2nc(C)cc(C)n2)cc1	i	-0.6%	x	x	i	20.3	4.9%	-0.469	-0.291	-0.703	0.862	2.9	2.9	9.7	23.4	10.6	i	5.9
Cc1cccc(NC(=O)/C(C#N)=C\c2ccc(C(=O)O)cc2)c1	i	33.6%	-0.4	1091	i	60.1	1.7%	-0.362	-0.231	-0.35	0.547	4.2	1.1	9.5	-10.9	6.6	i	1.7
